human PMI inhibition: inhibitors of human PMI, primary screen, biochemical, fluorescence intensity, coupled assay (AID 1209); inhibition, % at 20 µM; hits with a dose series show IC50 in µM; purified PMI enzyme, coupled fluorescence intensity; higher % means a stronger effect; hit rate 0.42% among 190,000; in the data active = inhibition above about 50%;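 note: plate controls were DMSO vehicle for no effect and wells lacking substrate for full effect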
bCat nuc transl: alters nuclear translocation of beta-catenin in HeLa cells. nuclear translocation activity, % at 5 µM. hit rate 0.3% among 190,000. immunofluorescence imaging;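 active = nuclear translocation activity above 50% at 5 µM, with a well cell count of 50 or more; inconclusive = wells under 50 cells across six images, flagged as toxic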;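 note: per-cell ratio of nuclear to cytoplasmic median beta-catenin stain intensity; plate controls were DMSO negative control for no effect and GSK-3 inhibitor IX positive control for full effect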
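Test system: human HeLa cell line; Doses: 5 µM primary, 0.02–20 µM confirmation; Incubation: 24 h compound exposure, 37°C; Detection: beta-catenin immunofluorescence imaging with DAPI; Read-out: beta-catenin nuclear/cytoplasmic ratio, % activation.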
Myeloid diff 2: myeloid differentiation induction. hit rate 1% among 360,000. AID 624256. ER-HoxA9 myeloid progenitors, lysozyme-GFP differentiation, flow cytometry. calls only at 10 µM;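 active = normalized GFP-positive differentiation at or above the plate's own cutoff, the solvent-only control mean plus 3 SD; inconclusive = no clear call, values can overlap the other calls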;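 note: cells exposed to compound for four days before flow analysis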
Hep lipid drop: modulators of hepatic lipid droplet formation; AML12 mouse hepatocytes, oleate lipid droplets, BODIPY imaging; inhibition, % at 6.5 µM; hit rate 0.4% among 240,000; AID 1656;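 active = lipid droplet intensity inhibited by at least 50%, with more than 500 cells counted; inconclusive = wells with under 300 cells, treated as cytotoxic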
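Technique: fluorescence imaging, 20x objective, two fields per well / Assay system: AML12 hepatocytes (mouse) / Measure: % inhibition of lipid droplet signal / Doses: 6.5 µM single-point dosing / Incubation: overnight exposure / Reagent: 100 µM oleic acid challenge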
Dynein transport: dynein cargo transport inhibition; AID 1381; hit rate 0.47% among 220,000; 3617.4 mouse cells, GR-EGFP nuclear translocation imaging; test concentration mostly 20 µM; stimulated with dexamethasone, 1 µM; stronger effect = lower value; z-score, hits read low;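 active = plate z-score of nuclear minus cytoplasmic receptor signal below a set negative limit, without overly bright fluorescence or cell loss, cut at about -3.5 in these data, passing the limit was not always enough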;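 note: z-score of nuclear minus cytoplasmic ring GR-EGFP intensity difference per well; some compounds called inactive have numbers as strong as hits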
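Buffer or medium: tet-free medium with charcoal-stripped serum / Also added: dexamethasone agonist, 1.0 µM final, for 30 min / Timing: induction 48 h, compound 1 h, agonist 30 min / Measured by: high-content fluorescence imaging after fixation / Read-out: nuclear-to-cytoplasmic GR-EGFP distribution per well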
Ins promoter up: MIN6 insulin promoter up-regulation; z-score at 5 µM; MIN6 insulin promoter-GFP reporter, high-content imaging; stronger effect = higher value; hit rate 0.3% among 190,000; AID 1625;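 active = z-score above 3 at 5 µM with at least 500 cells counted in the well; inconclusive = wells under 500 cells, flagged as cytotoxic or low count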
MT stabilizer: stabilizes microtubules in HeLa cells; HeLa tubulin immunostaining HCS, 24 h; share of cells brighter than vehicle mean+2SD; % tubulin-high responders, % at 10 µM; hit rate 0.83% among 200,000; AID 2205;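 active = plate Z-score above 3 for both tubulin-high and condensed-nucleus cell shares, with cell loss under 80%, at 10 µM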;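 note: anti alpha tubulin signal scored within the nucleus-defined area of each cell; some results filed as inactive read as strong as hits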
TNAP activation fold: human TNAP enzyme activators, primary screen, biochemical, luminescent, no phosphate acceptor, uHTS (AID 1001); hit rate 0.03% among 200,000; activation fold at 20 µM, or EC50 in µM where a hit was titrated; purified TNAP, luminescent activation assay, no phosphate acceptor; higher activation fold means a stronger effect; in the data active = activation fold from about 3, or a potency from the dose series; inactive = the rest, 99 in 100 with activation fold below about 1.6; note: many of its hits are not listed in these tables
T cell HTS: T cell immune modulation candidate. 2C CD8+ T cell-vesicle binding, flow cytometry; stronger effect = lower value. calls only at 7 µM. hit rate 0.068% among 330,000. AID 2052;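 active = response, share of CD8 T cells binding vesicles, and their 90th percentile fluorescence all below set limits, cut at about 80% in these data, passing the limit was not always enough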
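Read-out – percent CD8+ FL2 mean versus row control · System – murine 2C transgenic CD8+ T lymphocytes · Times – 1.5 h cell–vesicle binding at 37 °C, then 20 min icy labelling · Control set – naked vesicles low, QL9 vesicles with vehicle high · Detection – cytometric PE anti-B7-1 and Alexa647 anti-CD8 signals after 1% paraformaldehyde fixation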
Dynein transport cytoplasmic EGFP: also measured in Dynein transport; calls as there; z-score; measured here: cytoplasmic GR-EGFP intensity; stronger effect = higher value
Dynein transport nuclear GR-EGFP: second read-out of Dynein transport, no call of its own (marks repeat the call); z-score; measured here: nuclear GR-EGFP intensity;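 lower value marks the stronger effect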
Dynein transport cell count: recorded beside Dynein transport, whose call it bears; z-score; measured here: cell count per field
Ins promoter up cell count: also measured in Ins promoter up; calls as there; cell count; measured here: cytotoxicity, nuclei count;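 total cells summed across four imaged fields per well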
Hep lipid drop cells 6.5 µM: also measured in Hep lipid drop; calls as there; cell count; measured here: cell count, cytotoxicity flag;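 cells counted across two imaged fields per well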
bCat nuc transl cell count 5 µM: also measured in bCat nuc transl; calls as there; cell count; measured here: cell count, cytotoxicity flag
T cell HTS vesicle-bound %: second read-out of T cell HTS, no call of its own (marks repeat the call); double positive events, %; measured here: CD8+ vesicle-bound cell fraction;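 binding gate set so that unloaded-vesicle control wells show 10% double positive cells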
MT stabilizer Hoechst-high %: recorded beside MT stabilizer, whose call it bears; % Hoechst-high responders; measured here: nuclear condensation Hoechst responders;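 share of cells brighter than vehicle mean plus two SD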
MT stabilizer cytotoxicity %: also measured in MT stabilizer; calls as there; toxicity, %; measured here: cytotoxicity by cell density;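 0% = mean cell density of plate MIN control wells and 100% = no cells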
Myeloid diff 2 GFP+ MAC1+ %: second read-out of Myeloid diff 2, no call of its own (marks repeat the call); GFP+ MAC1+ double positive, %; measured here: differentiation confirmed by MAC1 staining
Numbers without * were called inactive; i = inactive; ? = inconclusive; nt = not tested or not shown. The order is random; about 3% have a hit in one of these screens.

SMILES | human PMI inhibition | bCat nuc transl | bCat nuc transl cell count 5 µM | Myeloid diff 2 | Myeloid diff 2 GFP+ MAC1+ % | Hep lipid drop | Hep lipid drop cells 6.5 µM | Dynein transport | Dynein transport cytoplasmic EGFP | Dynein transport nuclear GR-EGFP | Dynein transport cell count | Ins promoter up | Ins promoter up cell count | MT stabilizer | MT stabilizer Hoechst-high % | MT stabilizer cytotoxicity % | TNAP activation fold | T cell HTS | T cell HTS vesicle-bound %
COc1ccc(NC(=O)Cn2c(=O)n(CC3CCCO3)c(=O)c3ccccc32)c(OC)c1 (stereo not drawn) | 4.6% | 0.0 | 1013 | i | 0.3 | 8.6 | 716 | 0.169 | -0.382 | -0.0971 | 0.05 | 0.74 | 1064 | 5.2 | 3.5 | 8.1 | 1.1 | i | 28.2
Cc1ccc(C2C(C(=O)c3ccco3)=C(O)C(=O)N2c2ncccn2)cc1 (stereo not drawn) | nt | -3.0 | 1210 | i | 0.7 | 7.1 | 716 | -0.26 | -0.131 | -0.166 | 0.0123 | 0.07 | 1480 | nt | nt | nt | nt | i | 22.9
CCCCOC(=O)Nc1ccc(N2CCOCC2)cc1 | 9.3% | -0.3 | 1140 | i | 0.3 | 0.5 | 745 | -1.41 | -0.245 | -0.804 | 0.756 | nt | nt | 3.4 | 2.5 | 7.3 | 1.1 | i | 31.0
COc1ccc(C(=O)NNC(=O)c2ccccn2)cc1 | 9.8% | 3.2 | 482 | i | 0.2 | -3.1 | 632 | 0.66 | -0.242 | 0.279 | -0.823 | 0.16 | 1209 | 4.9 | 3.3 | 5.0 | 1.1 | i | 29.4
COc1ccc(OCC(=O)N2CCN(C(=O)c3cccc(F)c3)CC2)cc1 | 4.2% | 1.1 | 936 | i | 1.4 | 1.3 | 786 | -0.313 | -0.165 | -0.0595 | 0.815 | 0.5 | 1149 | 0.8 | 1.0 | 7.6 | 1.1 | i | 46.3
COC(=O)c1cc(C#N)c(SCc2ccccc2)nc1C | 13.5% | 0.1 | 1174 | i | 0.4 | -5.5 | 741 | 0.186 | -0.0417 | 0.00768 | 0.375 | -0.38 | 835 | 1.3 | 1.0 | 8.9 | 1 | i | 40.4
COc1ccc(NC(=O)NCCCN2CCCC2=O)c(OC)c1 | -0.9% | nt | nt | i | 0.4 | -19.7 | 776 | -1.39 | 0.0876 | -0.377 | 6.35 | 1.57 | 938 | 1.4 | 1.6 | 3.6 | 1.1 | i | 57.9
c1cc2c(cc1-c1cnc3n1CCC3)OCCO2 | 2.7% | nt | nt | i | 6.0 | nt | nt | -3.17 | 1.02 | -1.72 | -1.37 | nt | nt | 24.9 | 9.4 | 27.6 | 1 | i | 52.8
O=C(COc1ccc(Cl)cc1)Nc1ccccc1N1CCOCC1 | 7.0% | -5.4 | 1274 | nt | nt | -27.2 | 592 | -0.646 | -0.339 | -0.37 | 0.905 | -0.69 | 918 | 3.0 | 2.3 | 9.4 | 1.1 | nt | nt
Cn1c(CNC(=O)c2ccco2)nnc1SCC(=O)Nc1cccc(F)c1 | -8.8% | -3.7 | 1088 | i | 0.3 | 2.6 | 676 | -0.0302 | -0.0871 | 0.217 | 0.802 | 0.04 | 1611 | 3.9 | 1.1 | 7.3 | 1 | i | 31.1
Cc1cccnc1NC(=O)Nc1cccc(C(F)(F)F)c1 | 7.2% | nt | nt | i | 0.8 | -8.0 | 692 | 0.497 | -0.204 | 0.307 | 0.769 | nt | nt | 3.7 | 2.1 | 4.5 | 1.2 | i | 11.9
Cc1nnc(SCC(=O)Nc2cccc(C(F)(F)F)c2)n1Cc1ccco1 | -7.7% | -4.8 | 846 | i | 1.0 | nt | nt | -1.09 | -0.304 | 0.0562 | 0.488 | 0.54 | 960 | 4.1 | 2.4 | 11.8 | 0.9 | i | 26.2
COc1ccc(C=Nc2cccc3c(=O)[nH][nH]c(=O)c23)c2ccccc12 | 0.0% | nt | nt | i | 5.1 | -0.6 | 821 | -0.67 | 0.226 | -0.0175 | 0.4 | -0.82 | 894 | 2.4 | 1.4 | 7.9 | 1 | i | 12.7
CCOC(=O)Cc1c(Sc2ccccc2)c2cc(C)ccc2n1C | 15.1% | -0.8 | 1172 | ? | nt | -51.8 | 570 | -0.481 | -0.252 | -0.283 | 0.0368 | -0.18 | 1655 | 2.5 | 2.9 | 6.8 | 1.1 | i | 43.1
CC(=O)NC12CC3CC(CC(CC(=O)O)(C3)C1)C2 | 3.2% | -5.8 | 1180 | i | 2.0 | 7.1 | 797 | 1.74 | -0.167 | 1.59 | -0.366 | 0.47 | 824 | 1.4 | 1.3 | 7.7 | 1 | i | 7.3
CCn1cc(C(=O)N2CCN(c3ccc(F)cc3)CC2)c2cc(OC)c(OC)cc2c1=O | -4.5% | -3.8 | 1109 | i | 0.5 | 10.9 | 690 | 0.278 | -0.223 | -0.11 | 0.814 | -0.23 | 1217 | 5.1 | 2.4 | 4.1 | 1.2 | i | 42.9
COc1ccc(NC(=O)c2ccc(COc3ccc(C)cc3)o2)cc1 | 13.6% | 0.3 | 1053 | i | 0.2 | 9.3 | 652 | 0.916 | 0.315 | 1.03 | -0.767 | -0.66 | 1516 | 1.3 | 0.8 | 3.5 | 1 | i | 20.5
COC(=O)c1cc(OC)c(OC)cc1NC(=O)CN1CCCCC1 | 4.1% | -1.5 | 1040 | i | 0.5 | -10.0 | 724 | -0.314 | -0.253 | 0.0725 | 1.12 | 0 | 1217 | 2.8 | 1.3 | 4.6 | 1.1 | i | 57.4
Cn1c(=O)c2c(ncn2CC(=O)N/N=C/C=C/c2ccccc2)n(C)c1=O | 1.6% | 0.9 | 1219 | i | 0.7 | 19.4 | 674 | -0.582 | -0.254 | -0.26 | 0.144 | 0.07 | 1513 | 4.3 | 2.2 | 9.9 | 0.9 | i | 45.9
Cc1ccc2nc(SCC(=O)NCC3CCCO3)c(C#N)cc2c1 (stereo not drawn) | -5.6% | -0.6 | 1019 | i | 0.4 | nt | nt | -0.739 | -0.212 | -0.333 | 0.0384 | 0.04 | 1316 | 1.2 | 1.3 | 3.2 | 1 | i | 9.9
CNC(=O)/C(C#N)=C/c1cn(CC(=O)OC)c2ccccc12 | nt | -4.0 | 1204 | i | 0.7 | 5.4 | 699 | -0.447 | -0.269 | -0.233 | 0.326 | -0.09 | 1438 | nt | nt | nt | nt | i | 23.9
CCOC(=O)Nc1nnc(Cc2ccc(Cl)c(Cl)c2)s1 | 0.2% | 0.6 | 1570 | i | 0.9 | 2.2 | 683 | -0.466 | -0.295 | 0.349 | 0.0599 | -0.15 | 1473 | 3.4 | 2.4 | 4.4 | 1.1 | i | 57.2
Cc1ccc2nsnc2c1S(=O)(=O)N(Cc1cc2cccc(C)c2[nH]c1=O)CC1CCCO1 (stereo not drawn) | 11.8% | nt | nt | ? | nt | -1.6 | 709 | -0.69 | -0.238 | -0.34 | 0.391 | -0.14 | 1266 | 4.0 | 2.2 | 5.5 | 1 | i | 39.1
COc1ccc(S(=O)(=O)N[C@@H](C)C(=O)OCC(=O)Nc2cc3oc4ccccc4c3cc2OC)cc1 | 0.7% | -0.1 | 533 | i | 0.9 | 20.0 | 651 | 0.392 | -0.252 | 0.464 | -1.27 | 0.02 | 1396 | 2.1 | 3.1 | 9.8 | 1.1 | i | 21.3
CCOC(=O)C1(CCc2ccccc2)CCN(C(=O)C2CCOCC2)CC1 | -2.7% | -0.4 | 1169 | i | 1.0 | -5.3 | 725 | -0.453 | -0.295 | -0.212 | 0.542 | 0.35 | 1295 | 3.4 | 2.6 | 2.0 | 1.1 | i | 32.1
N#Cc1c(N)nc2c(c1-c1cccc(O)c1)CCCCCC2 | 16.0% | nt | nt | i | 6.3 | nt | nt | -0.761 | -0.205 | -0.162 | 0.107 | nt | nt | 4.4 | 2.2 | 7.4 | 0.9 | i | 22.3
COc1cc([C@@H]2c3cc4c(cc3[C@@H](NC3CCN(Cc5ccccc5)CC3)[C@H]3COC(=O)[C@H]23)OCO4)cc(OC)c1O | nt | 2.3 | 696 | nt | nt | ? | nt | 2.72 | -0.788 | 1.42 | -0.299 | ? | nt | nt | nt | nt | nt | nt | nt
CCC(C)n1[nH]c(=O)cc1N (stereo not drawn) | 1.5% | -3.2 | 789 | i | 6.1 | nt | nt | 0.871 | -0.305 | 0.385 | -0.0273 | 0.57 | 1152 | 6.2 | 3.3 | 3.9 | 1.1 | i | 14.7

Source: PubChem BioAssay (several laboratories)
